ADAM17 inh = ADAM17 inhibitors, primary screen, biochemical, QFRET. hit rate 0.83% among 370,000. recombinant ADAM17, EDANS/DABCYL FRET peptide cleavage. Disintegrin and metalloproteinase domain-containing protein 17 (Homo sapiens), P78536. inhibition, % at 6.95 µM. AID 720648, 2013;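 active = inhibition above the mean of compounds lying between control limits plus 3 SD, set per campaign, cut at about 8.5% in these data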;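 also: 0% = DMSO-only wells as the low control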
PLC-gamma1 inh = PLC-gamma1 enzyme inhibitors, primary screen, biochemical, fluorescence, purified enzyme. fluorogenic substrate. inhibition, % at 12.2 µM. hit rate 0.84% among 370,000; in the data active = inhibition above about 9.5%
DDE Tn6 FP inh = inhibitors of Tn6 peptide binding to fibrin DD(E), primary screen, biochemical, fluorescence polarization, human fibrin, Tn6 probe; Fibrin DD(E) TRITC-Tn6 fluorescence polarization displacement; inhibition, % at 8.3 µM; hit rate 0.21% among 370,000; AID 720509, 2013;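 active = inhibition above a per-campaign cutoff: mean of compounds within control limits plus 3 SD, cut at about 15% in these data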;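 also: 0% = median of all compound wells on the plate and 100% = blocking peptide control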
DDE Tn7 FP inh = inhibitors of Tn7 peptide binding to fibrin DD(E), primary screen, biochemical, fluorescence polarization, human fibrin, Tn7 probe; Fibrinogen beta chain (Homo sapiens), P02675; FP displacement of FITC-Tn7 peptide from fibrin DD(E); 0% = median of compound wells per plate; inhibition, % at 8.3 µM; hit rate 0.13% among 370,000; AID 720508, 2013;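 active = inhibition above the mean of compounds falling within the control limits plus 3 SD of them, cut at about 14% in these data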;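 also: 0% = plate median of compound wells and 100% = 10 µM Aha-Tn7 peptide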
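assay system = human clot-derived fibrin DD(E) complex | quantity = Fibrin-DD(E) at 2 µM final | timing = 10 min preincubation, 3 h with tracer, room temperature | signal = fluorescence polarization | measure = percent inhibition | benchmarks = high control wells with 10 µM unlabelled Aha-Tn7 peptide (full inhibition) | replicates = singlicate testing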
KLK7 zymogen act = proKLK7 zymogen activators, primary screen, biochemical, fluorescence intensity. purified proKLK7, EDANS-DABCYL substrate fluorescence; 100% is mature enzyme control, 0% vehicle. activation, % at 7 µM. hit rate 0.9% among 370,000. AID 652039, 2013;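 active = activation above the mean of all tested compounds plus 3 SD, computed per campaign excluding outliers beyond control limits, cut at about 13% in these data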
ARFGAP1 inh = inhibitors of rat ARFGAP1 GAP activity, primary screen, biochemical, fluorescence polarization, GDP tracer; ADP-ribosylation factor GTPase-activating protein 1 (Rattus norvegicus), Q62848; AID 651572, 2012; hit rate 0.26% among 360,000; Arfgap1-stimulated ARF1 GTP hydrolysis, GDP FP detection; inhibition, % at 16.5 µM;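 active = inhibition above a per-plate limit, mean inhibition of low control wells plus 3 SD, cut at about 25% in these data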;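 also: 0% = DMSO wells with enzyme and 100% = wells lacking Arfgap1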
Target sequence (Q62848 1-136 limits assumed): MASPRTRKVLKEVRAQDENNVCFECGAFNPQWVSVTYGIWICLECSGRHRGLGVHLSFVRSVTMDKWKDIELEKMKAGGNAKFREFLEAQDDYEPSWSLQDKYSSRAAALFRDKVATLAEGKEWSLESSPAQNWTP
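Repeats: one replicate per compound; assay system: rat Arfgap1 catalytic domain, aa 1-136; times: enzyme reaction 120 min at 25 °C after 20 min preincubation; detection: FP of antibody-bound GDP Alexa 633 tracer, ex 620/em 688 nm; benchmarks: high control wells lacking Arfgap1, low control full reaction with DMSO; reagent: human ARF1(Δ1-17)-GTP substrate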
UHRF1 MBD2 ctr = UHRF1 methylated DNA binding inhibitors, primary screen, counter-screen for MBD2 inhibitor project, biochemical, TR-FRET, human UHRF1, single concentration; inhibition, % at 4.4 µM; AID 687016, 2013; UHRF1 binding to methylated oligo; E3 ubiquitin-protein ligase UHRF1 (Homo sapiens), Q96T88; hit rate 0.75% among 370,000; in the data active = inhibition above about 21%;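 also: UHRF1 SRA domain binding a hemimethylated CpG hairpin DNA probe; 0% = median of test compound wells and 100% = reference inhibitor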
MBD2 inh = inhibitors of MBD2 binding to methylated DNA, primary screen, biochemical, TR-FRET, DNA-binding domain, human. Methyl-CpG-binding domain protein 2 (Homo sapiens), Q9UBB5. MBD2 binding to methylated oligonucleotide. inhibition, % at 4.4 µM. hit rate 0.31% among 370,000; in the data active = inhibition above about 13%
Target sequence (Q9UBB5 whole entry, looked up, the tested form may be a part): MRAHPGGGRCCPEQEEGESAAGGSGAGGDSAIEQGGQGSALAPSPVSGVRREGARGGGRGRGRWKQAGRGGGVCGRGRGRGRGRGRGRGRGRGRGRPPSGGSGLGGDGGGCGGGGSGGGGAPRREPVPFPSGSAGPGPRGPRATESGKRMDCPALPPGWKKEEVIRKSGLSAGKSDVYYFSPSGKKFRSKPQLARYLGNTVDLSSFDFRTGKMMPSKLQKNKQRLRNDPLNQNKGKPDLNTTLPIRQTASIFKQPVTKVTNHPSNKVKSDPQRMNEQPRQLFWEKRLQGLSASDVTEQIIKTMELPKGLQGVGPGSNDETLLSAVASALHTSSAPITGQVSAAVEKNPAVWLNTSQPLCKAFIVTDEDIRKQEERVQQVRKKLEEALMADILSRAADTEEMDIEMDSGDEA
ASAP1 inh = inhibitors of human ASAP1 ArfGAP activity, primary screen, biochemical, fluorescence polarization; inhibition, % at 16.5 µM; AID 624377, 2012; Arf-GAP with SH3 domain, ANK repeat and PH domain-containing protein 1 (Homo sapiens), …; hit rate 0.19% among 360,000; ASAP1-stimulated ARF1 GTP hydrolysis, GDP FP detection; in the data active = inhibition above about 25%;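 also: 0% = vehicle with enzyme and substrate and 100% = no enzyme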
Target sequence (Q9ULH1 325-724 limits assumed): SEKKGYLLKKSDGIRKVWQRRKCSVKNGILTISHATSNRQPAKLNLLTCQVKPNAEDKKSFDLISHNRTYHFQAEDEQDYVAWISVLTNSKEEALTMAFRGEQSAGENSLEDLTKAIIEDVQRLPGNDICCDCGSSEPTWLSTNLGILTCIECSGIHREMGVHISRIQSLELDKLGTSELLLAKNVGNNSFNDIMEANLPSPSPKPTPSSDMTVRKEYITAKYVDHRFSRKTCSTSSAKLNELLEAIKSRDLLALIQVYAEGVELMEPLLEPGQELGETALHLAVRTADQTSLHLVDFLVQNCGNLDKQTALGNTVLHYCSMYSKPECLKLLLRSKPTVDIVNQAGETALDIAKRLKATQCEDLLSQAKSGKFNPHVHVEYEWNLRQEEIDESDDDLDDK
PLCb3 inh = human PLC-beta3 inhibitors, primary screen, biochemical, fluorescence; 1-phosphatidylinositol 4,5-bisphosphate phosphodiesterase beta-3 (Homo sapiens), Q01970; Purified PLC-beta3, fluorogenic substrate; inhibition, % at 12.2 µM; hit rate 0.18% among 370,000; AID 720704, 2013; in the data active = inhibition above about 11%;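 also: 0% = median of compound wells on plate and 100% = full blocker control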
Numbers without * were called inactive; · = no result given.

SMILES | ADAM17 inh | PLC-gamma1 inh | DDE Tn6 FP inh | DDE Tn7 FP inh | KLK7 zymogen act | ARFGAP1 inh | UHRF1 MBD2 ctr | MBD2 inh | ASAP1 inh | PLCb3 inh
COc1ccc(NC(=S)NC(C)c2ccncc2)cc1OC (configuration not stated) | -1 | 2 | -4 | 4 | -0.2 | -5 | -3 | 3 | 6 | -3
CCc1nnc(NC(=O)CSc2nnc(-c3ccc(S(=O)(=O)N4CCCC4)cc3)n2CC)s1 | 2 | 8 | 1 | -2 | 0.1 | -4 | -2 | -3 | -5 | 8
O=C(Nc1cccc2ccccc12)C(=O)C1C(=O)Nc2ccccc21 (configuration not stated) | -24 | -50 | 1 | 9 | -7.9 | -2 | -5 | 0 | 12 | -83
COc1ccc(C(C)(O)c2nc(-c3ccc(F)c(Cl)c3)cs2)cc1 (configuration not stated) | 7 | -1 | -1 | -2 | 0.1 | 11 | 5 | 2 | 15 | -3
CC1(C)CC(CCN)(Cc2ccccc2Cl)CCO1 (configuration not stated) | -4 | 2 | 2 | -3 | 0.6 | 10 | 2 | 4 | -2 | -2
COc1ccc(OC)c(C2C3=C(CCCC3=O)Nc3nnnn32)c1 (configuration not stated) | -3 | -1 | 4 | 9 | -1.0 | -1 | 8 | -2 | 15 | 1
COc1ccc(OC(=O)Cc2cccc3ccccc23)cc1 | 5 | 1 | 2 | -6 | 0.6 | 7 | 4 | -3 | 10 | -6
CN(Cc1ccccc1)C(=O)CCNS(=O)(=O)c1ccc2c(c1)oc(=O)n2C | 1 | 4 | -1 | 2 | -0.3 | 7 | 0 | -4 | -3 | 3
N#CCC(=O)Nc1ccc(C(=O)N2CCN(c3ccccn3)CC2)cc1 | -3 | 0 | -7 | -1 | 0.9 | 2 | -1 | 3 | -17 | -7
Cc1ccc(S(=O)(=O)NC2CCCCC2)cc1C(=O)N1CCC(C(N)=O)CC1 | -7 | 2 | 4 | 1 | -0.3 | -2 | 67* | 0 | 4 | -4
O=C1CCC(=O)N1CN(Cc1ccco1)CN1C(=O)CCC1=O | 3 | 7 | -2 | -4 | -0.7 | -9 | 1 | -8 | -18 | 4
Cn1cccc1C(=O)OCC(=O)c1ccc(Br)s1 | -1 | -3 | 4 | 6 | -0.6 | 12 | 8 | -8 | 1 | -4
Cc1cccc(NS(=O)(=O)c2cc(C(=O)NCCC3=CCCCC3)ccc2Cl)c1 | 8.7* | 2 | -2 | -1 | -0.3 | 6 | -6 | -1 | 5 | 2
O=C(Cc1nn[nH]n1)NCCC1=CCCCC1 | -3 | 2 | -4 | 9 | -0.1 | -1 | 3 | 0 | -11 | 1
Cc1ccccc1OCC(=O)Nc1ccncc1 | 3 | 3 | 4 | 3 | 0.2 | 4 | -2 | 0 | -1 | -7
Cc1cccnc1NC(=O)CNC(=O)COc1ccccc1 | -3 | 0 | 5 | 3 | 0.7 | 10 | 3 | 1 | 1 | -9
Cc1cc(C)nc(-n2nc(C)cc2NC(=O)CNC2CCCCC2)n1 | -4 | 1 | -8 | 8 | -0.2 | 5 | 2 | -2 | -4 | -1
CCOC(=O)c1cccnc1SCC(=O)NC(C)CC (configuration not stated) | -1 | 2 | 0 | -1 | -0.5 | 8 | 2 | 2 | -4 | -2
O=C(c1cc2c(=O)n3ccccc3nc2s1)N1CCN(c2cccc(Cl)c2)CC1 | -29 | -69 | 2 | -4 | -0.9 | -2 | -1 | 1 | 7 | -88
O=C(COC(=O)COc1ccc2c(c1)CCC2)Nc1ccccc1C(F)(F)F | 3 | -4 | 2 | -3 | -0.6 | 0 | -2 | -2 | -4 | -4
CC(C)(O)P(C)(=O)c1ccccc1 (configuration not stated) | -1 | 0 | -1 | -3 | 0.0 | -11 | -4 | 6 | -4 | 1
Cc1ccc(C)c(NC(=S)N2CCCCCC2)c1 | -4 | 0 | 14 | 5 | 0.1 | 1 | 0 | 1 | -7 | 1
CCCCCC[C@@H](CN(CCCC)S(C)(=O)=O)c1ccccc1 | 55* | -2 | 12 | 9 | -0.2 | · | 0 | -1 | · | -2
CCOC(=O)c1cnc2c(cnn2C)c1NCCC#N | -2 | 1 | 7 | 6 | -0.3 | -14 | -1 | 1 | 0 | -1
COCCOC(=O)c1c(C)n(C)c2ccc(OC(=O)c3ccccc3F)cc12 | 2 | 1 | -1 | -2 | 0.0 | 5 | -2 | 0 | 14 | -3
O=C(NCCCCc1ccccc1)C1CC(c2cccc([N+](=O)[O-])c2)=NO1 (configuration not stated) | 3 | -3 | 0 | 3 | 0.2 | 3 | -1 | 3 | -16 | -1
Cc1[nH][nH]c(=O)c1C(c1ccccc1[N+](=O)[O-])C(C#N)C#N (configuration not stated) | -12 | -22 | 2 | 8 | -1.7 | -7 | -7 | -5 | 11 | -17
C#CCOCCOCCOCCNc1nc(N2CCN(C(=O)[C@H]([C@@H](C)CC)n3cc(CCCN=C(N)N)nn3)CC2)nc(N2CCN(C(=O)[C@H](CCCCN)n3cc(CCCC)nn3)CC2)n1 | -4 | 1 | -4 | -3 | -0.1 | 11 | 10 | 6 | 13 | 1
CC(=O)NC(Cc1ccccc1)C(=O)NC1CCN(C(=O)NC2CCCCC2)CC1 (configuration not stated) | -4 | 0 | -2 | 1 | -0.4 | 1 | -3 | 1 | -2 | -2
COC(=O)[C@]12C[C@H](CC(=O)NCc3ccc(C)o3)C(=O)N(CCc3ccc(OC)c(OC)c3)C1=C[C@H](C(C)(C)C)O[C@@H]2C | 3 | 2 | -4 | 1 | 0.5 | · | -2 | 2 | · | 4
CC1CCC(NC(=O)CCn2ccc3cc(S(=O)(=O)N4CCCC4)ccc32)CC1 (configuration not stated) | 1 | 1 | 7 | 3 | 0.0 | 1 | 1 | 0 | 4 | -5
O=C(N[C@@H](Cc1ccc(O)cc1)C(=O)O)c1ccc(C(F)(F)F)cc1 | -2 | 5 | -7 | -1 | 0.2 | -2 | 1 | 0 | 4 | 1
CC(C)OCCCNc1ncnc2c1nc1n2CCCC1 | -6 | -3 | -2 | -6 | -0.5 | -10 | -2 | 3 | -8 | -2
Cc1ccccc1NC(=O)N(CCc1nc2ccccc2[nH]1)Cc1ccccc1 | -1 | -1 | -4 | 1 | -0.1 | -3 | 3 | 0 | -15 | 0
CCCC(c1nnnn1Cc1ccccc1)N1CCC(C(N)=O)CC1 (configuration not stated) | -2 | -1 | -4 | -2 | 0.0 | 10 | -1 | 3 | -2 | 0
c1ccc(-c2nnc3ccc(N4CCC5(CC4)OCCO5)nn23)cc1 | -2 | -5 | 13 | 9 | 0.2 | -10 | -6 | -6 | -4 | -7

3 compounds already listed, arranged by the number in ADAM17 inh, falling.
SMILES | ADAM17 inh
COC(=O)[C@]12C[C@H](CC(=O)NCc3ccc(C)o3)C(=O)N(CCc3ccc(OC)c(OC)c3)C1=C[C@H](C(C)(C)C)O[C@@H]2C | 3
CC(C)(O)P(C)(=O)c1ccccc1 (configuration not stated) | -1
O=C(Cc1nn[nH]n1)NCCC1=CCCCC1 | -3

Later entries.
SMILES | ADAM17 inh | PLC-gamma1 inh | DDE Tn6 FP inh | DDE Tn7 FP inh | KLK7 zymogen act | ARFGAP1 inh | UHRF1 MBD2 ctr | MBD2 inh | ASAP1 inh | PLCb3 inh
COC[C@@H](OC(C)=O)[C@H]1OCc2ccccc2[C@@H]1/C=C/c1ccccc1 | -1 | -3 | -4 | 3 | 0.0 | · | 4 | -1 | · | -7
CCC(/C=C1\Oc2ccc(OC)cc2N1C)=C\c1sc2ccccc2[n+]1CCCS(=O)(=O)[O-] | -4 | -1 | -18 | 4 | 0.7 | 18 | -2 | 0 | -3 | -13
Cc1cc(=O)[nH]c(-c2ccccc2)n1 | 0 | 1 | -3 | -3 | -0.8 | 9 | 0 | -5 | 19 | -1
Cc1ccc(O)c(C(=O)c2cnc3c(c2)COc2ccccc2-3)c1 | -1 | 14* | -6 | 4 | 1.0 | 5 | 2 | 2 | -6 | -5
O=C1NC2c3ccccc3C(=O)N2c2c1cnn2-c1ccccc1 (configuration not stated) | -3 | -3 | -7 | -3 | -0.3 | 15 | 5 | 8 | -2 | -2
CC(C)Oc1cccc(C(=O)NC(=S)NCc2cccnc2)c1 | 3 | 6 | 1 | -4 | -0.1 | 9 | 4 | -3 | 6 | 1
O=c1[nH]c2ccccc2[nH]c1=O | -12 | -33 | 3 | 5 | 2.9 | -3 | -1 | -1 | 4 | -56
CCN(CC1CCCN(CCc2cccc(F)c2)C1)C(=O)c1cc2ccccc2o1 (configuration not stated) | -1 | 0 | 8 | 2 | 0.8 | -7 | 0 | 1 | -10 | -30
Cc1ccc(C)c(OCC(=O)Nc2ccccc2C(=O)NC2CC2)c1 | -1 | 1 | 0 | 4 | 0.0 | -8 | 0 | 0 | -3 | -7
Cc1ccc(CNC(=O)c2ccc3c(=O)c(O)c(-c4ccc(C)cc4)[nH]c3c2)cc1 | -5 | -78 | -2 | 7 | -6.0 | 0 | -3 | -3 | -13 | -122
Cn1c(N)c(C(=O)c2ccc(Cl)c(S(=O)(=O)N3CCCCCC3)c2)c(=O)n(C)c1=O | 1 | -1 | 4 | 12 | 0.3 | 7 | -2 | 3 | 10 | -3
CCn1c(SCC(=O)NC2CCCC2)nnc1-c1ccco1 | -1 | 2 | 0 | 2 | 0.2 | 11 | 5 | -2 | -10 | -8
Cc1ccc(Oc2cc(-n3nc(C)cc3C)ncn2)cc1 | -7 | -2 | -1 | 8 | 0.2 | 10 | 6 | 6 | 0 | -3
CN(CC1CCOCC1)C(=O)CC1C(=O)NCCN1Cc1ccc(F)c(F)c1 (configuration not stated) | -16 | -50 | 2 | 5 | 0.0 | 7 | -1 | 1 | -6 | -34

Hits appear at their usual frequency (roughly 4.1% active in at least one column).
